Bioassay records: PubChem, several laboratories
HSP90 inh: blocks HSP90-mediated luciferase refolding in reticulocyte lysate | Rabbit reticulocyte lysate, luciferase refolding luminescence, 3 h | inhibition, % at 5.6 µM | 290,000 tested, 0.91% active;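 active = inhibition above the screen-wide mean plus 3 SD, computed separately per campaign, cut at about 16% in these data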;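 note: 0% = DMSO wells and 100% = 60 µM geldanamycin wells; inhibitors lower the luminescence because luciferase stays unfolded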
HSF-1 act: increases HSF-1 driven luciferase reporter signal. NIH3T3-HGL HSF-1 luciferase reporter, MG132, 8 h; 100% = twice DMSO control signal. activation, % at 9 µM. 300,000 tested, 1.7% active. AID 504408;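 active = mean replicate activation of at least 50% with a set share of replicates each reaching 50%; inconclusive = only one of those two conditions met; inactive = mean below 50% and too few replicates reaching it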;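 note: 0% = median of the neutral control wells and 100% = twice that signal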
HSF1 inh: HSF1 inhibition. NIH3T3-HGL HSE-luciferase, MG132-induced, luminescence 8 h; hits give low values. activity change, negative = inhibition, % at 7.5 µM (by protocol). 300,000 tested, 0.77% active;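 active = more than half of replicate wells show activity change below -50%, luminescence cut by over half; inconclusive = some wells, but at most half, below -50%; inactive = no replicate well below -50%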;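 note: luciferase reports HSF-1 transcriptional activity via heat shock element; 0% = median of DMSO wells and -100% = zero luminescence signal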
aSyn UTR inh: MLPCN primary screen, SNCA 5' untranslated region | 300,000 tested, 0.82% active | inhibition, % (tested at 7.5 µM) | alpha-synuclein 5'UTR reporter, inhibitor activity; in the data active = inhibition above about 60%; inconclusive = no clear call, values can overlap the other calls;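 note: H4 neuroglioblastoma cells stably carrying SNCA 5'UTR luciferase fusion; 0% = DMSO wells and 100% = positive control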
Platelet DG rel: platelet dense granule release activity; human platelet-rich plasma, SFLLRN dense granule ATP release, luminescence; inhibition, %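 (compounds screened at 7.5 µM in platelet-rich plasma)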; 300,000 tested, 0.22% active;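 active = mean replicate score, as percent of positive control, at or above 50; inconclusive = mean below 50 but at least one replicate at or above 50; inactive = mean and every replicate below 50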
IEC-6 tox: kills IEC-6 intestinal cells in KLF5 counter-screen | IEC-6 cytotoxicity, luminescence viability | inhibition, % at 5 µM | 290,000 tested, 0.78% active; in the data active = inhibition above about 22%;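 note: 0% = plate median of test compound wells and 100% = cytotoxic reference compound wells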
HIF act: HIF pathway transcriptional activation. U2OS HRE-luciferase reporter, luminescence; normalized: DMSO 0%, desferrioxamine 100%. activation, % at 7.5 µM (by protocol). 300,000 tested, 0.32% active. AID 1910;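 active = mean activation of at least 10% of the iron chelator positive control signal, with at least half of replicates also reaching 10%; inconclusive = mean and replicate majority disagree about reaching 10%; inactive = mean and most replicates under 10%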
AI-2 QS modul: Vibrio harveyi AI-2 quorum sensing modulation; Vibrio harveyi JMH597 AI-2 luminescence/OD600 ratio, 9 h; hits give low values; strain lacks LuxN and CqsS sensors; 0 = neutral-control median; activity change, % at 7.5 µM; AID 2094; 300,000 tested, 0.4% active; in the data active = activity change below about -75%, passing the limit was not always enough; inconclusive = no clear call, values can overlap the other calls;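 note: luminescence divided by OD600 gain over 9 h not by final OD600 alone; inactives centre near 13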
HDAC3 inh: inhibitors of human histone deacetylase 3; recombinant HDAC3, fluorogenic peptide/trypsin coupled, fluorescence; O15379; 320,000 tested, 0.15% active; inhibition, % at 8.3 µM; in the data active = inhibition above about 26%, passing the limit was not always enough; inconclusive = no clear call, values can overlap the other calls
Target sequence (O15379 whole entry, looked up): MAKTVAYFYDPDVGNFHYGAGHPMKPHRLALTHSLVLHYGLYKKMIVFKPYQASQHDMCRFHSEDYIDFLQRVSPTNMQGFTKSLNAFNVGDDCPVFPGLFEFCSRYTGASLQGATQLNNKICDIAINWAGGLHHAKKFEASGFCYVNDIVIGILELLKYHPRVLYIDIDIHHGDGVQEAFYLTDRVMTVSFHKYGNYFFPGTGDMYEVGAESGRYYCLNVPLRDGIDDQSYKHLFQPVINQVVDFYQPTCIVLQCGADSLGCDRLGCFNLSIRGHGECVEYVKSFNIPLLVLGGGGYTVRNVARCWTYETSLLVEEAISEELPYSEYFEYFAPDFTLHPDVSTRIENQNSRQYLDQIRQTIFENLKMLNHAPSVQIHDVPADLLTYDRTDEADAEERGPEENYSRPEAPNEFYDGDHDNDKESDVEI
KLF5 inhibitor: suppresses KLF5 promoter-driven expression; DLD-1 KLF5 promoter-luciferase reporter, luminescence; inhibition, % at 5 µM; 290,000 tested, 0.23% active;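 active = inhibition above a per-plate limit of that plate's mean compound inhibition plus 3 SD, cut at about 60% in these data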;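 note: 0% = DMSO wells and 100% = LY294002 at 200 µM; higher means less KLF5 promoter-driven luciferase light; inactives centre near -14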
Active calls of the source: *; ? = inconclusive; . = not tested or not shown.

Sequence of screens – HSP90 inh | HSF-1 act | HSF1 inh | aSyn UTR inh | Platelet DG rel | IEC-6 tox | HIF act | AI-2 QS modul | HDAC3 inh | KLF5 inhibitor
(1) Cc1ccc(S(=O)(=O)N(CC(=O)NC2CCCC2)c2cccc(C)c2)cc1
→ -1.0 | ? | 9.5 | 2.1 | -3.6 | -4.3 | -0.2 | 23.6 | . | -3.7
(2) CCN1CCN(CCCNC(=O)CS(=O)(=O)Cc2nc(-c3ccccc3C)oc2C)CC1
→ 0.9 | -21.0 | 5.4 | 12.2 | -1.1 | -2.1 | -0.4 | -2.7 | 4.5 | -25.9
(3) CCOc1ccccc1-n1nnnc1SCC(=O)NC(=O)NCc1ccco1
→ 4.4 | 16.9 | 3.3 | 3.1 | 2.9 | 1.2 | 1.2 | 20.7 | -0.3 | -8.8
(4) Cc1cc[n+](CCC(=O)O)c2ccccc12
→ 10.5 | 6.9 | -5.0 | 11.6 | -0.3 | 0.8 | 0.8 | 29.2 | 0.0 | 16.1
(5) CCOc1ccc(S(=O)(=O)Oc2ccc3ccccc3c2)cc1
→ 0.5 | 5.5 | 4.6 | -29.6 | -0.3 | 2.6 | 0.6 | 4.0 | 5.4 | 28.0
(6) CC(C)c1ccc(S(=O)(=O)c2nnn3c2nc(N2CCCCC2)c2ccccc23)cc1
→ -3.8 | 10.8 | -2.5 | 25.9 | 3.3 | -2.0 | 0.0 | 36.2 | . | -48.2
(7) CCC1(c2ccccc2)C(=O)N(C(=O)OC(C)(C)C)N1C(=O)OC(C)(C)C (stereo not drawn)
→ . | 4.5 | 5.9 | 2.5 | -1.3 | . | -0.4 | 5.4 | 3.4 | .
(8) CCOc1ccc(NC(=O)CN(C)CC(=O)Nc2ccccc2SC)cc1OCC
→ 2.0 | -8.5 | -6.3 | 23.4 | 6.9 | 6.7 | -0.4 | 24.7 | -4.1 | -5.2
(9) CCN(CC)CCN1C(=O)c2oc3ccccc3c(=O)c2C1c1ccc(F)cc1 (stereo not drawn)
→ -0.4 | -3.1 | 3.3 | -69.6 | 6.1 | -3.1 | 0.1 | -2.5 | 8.2 | -40.0
(10) CC12CN(C(=S)Nc3ccccc3)CC(C)(CN(C(=S)Nc3ccccc3)C1)C2=O
→ -2.9 | 73.6* | 28.1 | -6.8 | -1.4 | -1.0 | -0.3 | -2.9 | 1.5 | -6.8
(11) CC(C)[C@H](NC(=O)C1CCN(S(=O)(=O)c2ccccc2)CC1)C(=O)NCc1ccco1
→ -5.7 | -21.5 | -1.3 | -9.1 | -0.8 | 2.3 | -0.2 | 3.7 | 10.6 | -28.8
(12) COC(=O)Cn1c(=NC(=O)CN2C(=O)CCC2=O)sc2cc(S(N)(=O)=O)ccc21
→ -1.7 | -1.7 | -7.4 | 6.9 | -5.1 | -2.4 | 0.2 | 31.2 | -0.7 | -2.8
(13) CCCC(C)c1nnc(NC(=O)C2CC(=O)N(c3ccc(OCC)cc3)C2)s1 (stereo not drawn)
→ -4.0 | -9.1 | 1.8 | 16.2 | 6.8 | 8.1 | -0.1 | 7.6 | 4.2 | -11.5
(14) O=c1[nH]c2cc3c(cc2cc1CN(Cc1ccco1)C(=S)NCC1CCCO1)OCCO3 (stereo not drawn)
→ 1.1 | 9.1 | 5.9 | -16.7 | 12.2 | -2.3 | 2.8 | 20.2 | -0.1 | -23.6
(15) CC(=O)c1c(C)[nH]c(C(=O)COc2ccc3ccc(=O)oc3c2)c1C
→ . | 1.4 | 6.6 | -3.3 | -3.6 | . | -54.7 | 13.0 | -14.2 | .
(16) COCCOC(=O)C1=C(C)NC2=C(C(=O)CC(c3cccs3)C2)C1c1ccsc1 (stereo not drawn)
→ -0.3 | 7.8 | 5.8 | 16.1 | -25.4 | -1.9 | -0.6 | 40.2 | 6.9 | -1.1
(17) Cc1ccc(CC2SC(=Nc3ccccc3)N(c3ccccc3)C2=O)cc1 (stereo not drawn)
→ 0.9 | 59.2* | 25.6 | 4.9 | 2.3 | 4.3 | -0.4 | 9.6 | 6.8 | 6.8
(18) Cc1cc2occ(CC(=O)N(C)CC(=O)Nc3ccccc3Br)c2cc1C
→ . | 19.3 | 12.8 | -6.3 | -16.9 | . | -0.3 | 22.1 | 1.6 | .
(19) COc1ccc2c(c1)C1NC(=S)NC(C)(O2)C1C(=O)Nc1ccc(C)cc1C (stereo not drawn)
→ -1.8 | -15.1 | -13.0 | 5.6 | -2.5 | 3.1 | -0.2 | 14.2 | 1.5 | -11.8
(20) CCOC(=O)c1c(C)oc2cc(Sc3ccccc3)c(O)c(O)c12
→ . | 3.9 | 13.1 | -22.4 | 2.3 | . | 2.4 | 0.9 | -2.4 | .
(21) Nc1nc(-c2nonc2N)no1
→ -0.4 | 1.2 | 0.1 | 26.5 | 5.6 | 6.1 | 0.8 | 13.9 | -2.9 | -9.0
(22) CC(=O)Oc1ccc(C2C3=C(CC(C)(C)CC3=O)Nc3cc4c(cc32)OCCO4)cc1 (stereo not drawn)
→ 3.0 | -13.3 | -6.2 | 13.7 | 2.8 | 1.9 | -0.7 | 11.6 | -36.3 | -7.9
(23) COCCCNC(=O)CCc1nc(-c2ccccc2Cl)no1
→ -1.5 | 5.8 | -1.4 | -2.6 | 3.4 | 4.4 | -0.3 | 7.8 | 3.1 | -22.2
(24) Fc1ccc(CNc2nc(-c3ccccc3)nc3ccccc23)cc1
→ 1.5 | 4.9 | 14.9 | -8.3 | 1.3 | 6.1 | -0.3 | 31.1 | . | -4.9
(25) Nc1nnc(SCC(=O)Nc2ccccc2N2CCOCC2)s1
→ 5.0 | -3.5 | -3.7 | 10.4 | -54.9 | 0.2 | -0.3 | 41.6 | 1.9 | -44.5
(26) CC(NC(=O)C1C2C=CC(C2)C1C(=O)O)c1ccccc1 (stereo not drawn)
→ -1.6 | -10.7 | 6.0 | 9.9 | 4.0 | 1.5 | -0.1 | 13.3 | -7.5 | 15.1
(27) O=[N+]([O-])c1ccc(N/N=C2/CCCCC2c2ccccn2)c([N+](=O)[O-])c1 (stereo not drawn)
→ 3.0 | 32.4 | 18.2 | 3.7 | -3.2 | -4.3 | -0.5 | 48.6 | 0.9 | 15.0
(28) CN1/C(=C/C(=O)C2CC2)C(C)(C)c2ccccc21
→ -1.4 | . | . | . | 5.2 | -2.6 | . | -10.8 | -2.3 | -7.1
(29) C=CCNC(=O)c1ccccc1NC(=O)C1CCN(S(=O)(=O)c2ccc(SC)cc2)CC1
→ -4.1 | 32.0 | 1.6 | 16.8 | 1.7 | 2.6 | -16.1 | . | -1.9 | -14.3
(30) CCN(CC)CCn1c2c(c(SCC(=O)Nc3cccc4ccccc34)nc1=O)CCCC2
→ . | 7.9 | 4.9 | 7.2 | 12.1 | . | -0.5 | 28.0 | 1.6 | .
(31) Cn1cc(C(=O)NC2C3CC4CC(C3)CC2C4)cn1 (stereo not drawn)
→ 1.4 | -10.7 | -9.3 | 1.6 | 1.5 | 0.3 | 0.2 | 0.9 | -4.0 | -44.6
(32) COc1cc(/C=N\Nc2nc3ccccc3[nH]2)cc(OC)c1OC
→ 2.5 | 437.0* | 346.5 | -81.5 | -1.9 | 13.5 | 0.4 | 10.5 | 4.3 | -24.4
(33) CCOc1ccc(-c2noc(CCC(=O)NCC3CCCO3)n2)cc1OC (stereo not drawn)
→ 1.6 | 9.7 | -2.5 | -5.4 | 15.1 | 4.3 | 0.2 | 5.9 | 3.0 | -22.5
(34) Cc1ccc(C(=O)Cn2nnc3ccccc32)cc1
→ 2.6 | 66.7* | 26.0 | -161.4 | 3.0 | -0.7 | 2.4 | 12.4 | -1.2 | -126.3
(35) CC(C)C(NC(=O)OCc1ccccc1)C(=O)NCC(=O)OC(C)(C)C (stereo not drawn)
→ -1.3 | -1.6 | -9.2 | 4.5 | 0.7 | -2.2 | -0.2 | 38.8 | -1.4 | -16.9
(36) CCOC(=O)C(C(=O)OCC)C1OC(=O)c2cc3c(cc21)C(=O)OC3C(C(=O)OCC)C(=O)OCC (stereo not drawn)
→ -0.9 | -9.4 | 8.8 | -77.3 | 1.5 | -1.2 | 0.1 | 24.8 | ? | -8.5
(37) CCNC(=O)CN(c1ccc(Br)c(C)c1)S(C)(=O)=O
→ 6.9 | -1.5 | -1.0 | 9.1 | -0.6 | 6.3 | -0.6 | 19.4 | -5.3 | -48.4
(38) CCN(C(=O)CSc1nnc(Nc2ccccc2)s1)C1CCS(=O)(=O)C1 (stereo not drawn)
→ 0.9 | -3.3 | -1.0 | -21.3 | 6.1 | 0.6 | 0.2 | 16.5 | 0.8 | -39.8
(39) O=C(Nn1c(-c2ccc(Br)cc2)nc2ccccc2c1=O)c1ccc([N+](=O)[O-])cc1
→ 0.3 | -4.6 | 4.5 | 1.4 | 1.0 | -1.4 | 0.0 | 7.4 | -0.5 | 11.1
(40) Cc1ccc(C(C)C)c(OCc2ccc(C(=O)N/N=C/c3ccc(O)cc3O)cc2)c1
→ 5.7 | -21.8 | -15.0 | 95.8* | -21.8 | 10.9 | 2.6 | 19.1 | 4.8 | 47.2
(41) CCCn1nc(NC(=O)CC(C)C)c2cc3ccccc3nc21
→ 0.2 | -5.2 | -8.4 | -14.1 | 1.3 | -0.5 | -0.4 | 2.7 | 0.9 | -7.9
(42) COc1ccc(NC(=O)CSc2ncnc3c2nnn3-c2ccc(F)cc2)c(OC)c1
→ 4.0 | -2.5 | -6.1 | 8.2 | -5.5 | 5.8 | -0.3 | 24.8 | -1.7 | -5.5
(43) Cc1ccc(Oc2nnc(-c3ccccc3)cc2C#N)cc1
→ 1.9 | -6.5 | 9.3 | -8.2 | 11.8 | 0.9 | 0.3 | 17.5 | 0.9 | -26.7
(44) Cn1[nH]c(C(F)(F)F)c(C=Nc2ccc(Cl)cc2)c1=O
→ -0.9 | 9.5 | 0.6 | -10.9 | -0.3 | -3.7 | 0.7 | 18.3 | 1.7 | -19.5
(45) CCOc1cc2c3c(c1)C(C)=CC(C)(C)N3C(=O)C2=O
→ 0.9 | -34.7 | -21.6 | -73.6 | -3.6 | -1.6 | -0.5 | 27.5 | . | -6.9
(46) CCn1c(SCC(=O)N2CCOCC2)nc2c(c1=O)SC(C)C2 (stereo not drawn)
→ -2.4 | . | . | . | . | -0.8 | . | 25.3 | 5.0 | -10.3
(47) CCOC(=O)c1[nH]c(C)c(CN(C(C)=O)c2ccc(OCC)cc2)c1C
→ 4.1 | -1.3 | -3.6 | -23.1 | -0.9 | 32.1* | 2.7 | 5.5 | 3.0 | 37.7
(48) O=c1oc(-c2ccccc2)cc(Cl)c1Cl
→ -0.8 | 454.7* | 308.8 | -197.6 | -3.2 | 30.9* | 2.5 | 3.3 | -8.4 | -7.5
(49) Cc1ccccc1CN(C)CC(=O)Nc1c(C)cccc1C(C)C
→ 0.2 | -0.7 | 1.5 | 26.7 | 7.9 | 0.4 | -0.5 | 5.5 | . | -10.6
(50) CCN(C(=O)CSc1nnc2ccccn12)C1CCS(=O)(=O)C1 (stereo not drawn)
→ -1.9 | 0.1 | 1.8 | 12.9 | -0.3 | 0.3 | -0.5 | 38.7 | -10.2 | -31.0
(51) Oc1ccc(/C=N/N2CCCCC2)c(O)c1
→ -0.3 | 22.5 | -3.9 | -92.9 | 3.3 | 2.8 | -18.8 | 12.5 | -0.9 | -80.6

This is a random part of the collection. Share with any hit: about 5%.
